# Source: PubChem BioAssay
# CHOP inhibitor – inhibitors of CHOP promoter induction, primary screen, cell-based, unfolded protein response, luciferase reporter. CHO-K1 CHOP-promoter luciferase, tunicamycin-induced, 15-18 h. inhibition, % at 10 µM. 220,000 tested, 3.8% active;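 active = compounds that reduced the stress-induced luciferase reporter signal by more than about 70% of percent inhibition, limit read from the data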;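 also: 0% = tunicamycin plus vehicle and 100% = wells without tunicamycin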
# NCF1 inh – p47phox/p22phox peptide binding inhibitors, primary screen, biochemical, uHTS, NADPH oxidase regulatory subunit | inhibition, % at 24.7 µM | fluorescence polarization, 2 h | AID 1274, 2008 | 220,000 tested, 0.53% active;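 active = inhibition above about 30%, limit read from the data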;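 also: 0% = p47phox with labelled peptide and 100% = labelled peptide alone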
# Target sequence (P14598 whole entry, looked up): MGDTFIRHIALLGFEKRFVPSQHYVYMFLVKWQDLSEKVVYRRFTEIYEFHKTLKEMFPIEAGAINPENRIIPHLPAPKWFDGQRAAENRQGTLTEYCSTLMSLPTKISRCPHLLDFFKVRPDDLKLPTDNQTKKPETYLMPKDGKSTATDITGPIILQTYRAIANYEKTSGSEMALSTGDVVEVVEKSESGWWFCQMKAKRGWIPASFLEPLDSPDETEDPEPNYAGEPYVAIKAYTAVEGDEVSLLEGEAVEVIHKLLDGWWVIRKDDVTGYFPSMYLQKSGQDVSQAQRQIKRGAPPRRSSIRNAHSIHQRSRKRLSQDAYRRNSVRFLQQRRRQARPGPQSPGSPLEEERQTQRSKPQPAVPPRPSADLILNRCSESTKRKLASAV
# Mdm2 ligase inh – MDM2-luciferase reporter signal enhancers, primary screen, MDM2 E3 ligase inhibitor project, cell-based, luminescence, 1536-well. signal enhancement, % at 5 µM. 210,000 tested, 0.11% active. AID 1230, 2008. E3 ubiquitin-protein ligase Mdm2 (Homo sapiens), Q00987. cell-based MDM2 ubiquitination luciferase reporter, 2 h; 0 = plate control, 100 = twice control, blank-subtracted;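 active = signal enhancement of 30% or more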;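 also: luminescence tracks abundance of the self-degrading MDM2-luciferase fusion protein; higher signal means inhibition of MDM2 E3 ligase activity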
#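 Assay system: mammalian cells stably expressing self-ubiquitinating, self-degrading MDM2 E3–luciferase fusion. Quantity: 2000 cells in each well. Medium: DMEM culture medium. Compound dosing: single-point 5 µM. Timing: cell settling 4 h, compound treatment 2 h, both 37 °C. Technique: luciferase luminescence. Read-out basis: percent signal gain over controls, blank-subtracted. Benchmarks: plate controls and plate blanks.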
# TRPML3 ag – human TRPML3 channel agonists, primary screen, cell-based, HEK293 TRPML3-YFP, Fluo-8 calcium fluorescence, 3 µM | AID 1448, 2008 | activation, % at 3 µM | 100% = the carbachol control signal | 220,000 tested, 0.29% active | Mucolipin-3 (Homo sapiens), Q8TDD5;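 active = activation above its plate's cutoff, the mean activation of the plate's test wells plus 3 SD, cut at about 12% in these data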;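 also: 0% = DMSO only wells and 100% = carbachol wells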
#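 system = HEK293 cells stably carrying human TRPML3-YFP | doses = one concentration, 3 µM nominal, 0.3% DMSO | timing = dye loading 1 h 37 °C then 30 min ambient, 125 s read | detection = Fluo-8 calcium dye fluorescence, ex 470-495, em 515-575 nm | benchmarks = high control carbachol 87 µM, low control DMSO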
# EBV gp42 block – Epstein-Barr virus gp42 inhibitors, primary screen, biochemical, uHTS, fluorescence polarization | Glycoprotein 42 (Epstein-Barr virus (strain AG876)), Q1HVG2 | Fluorescence polarization binding assay, mP read-out | inhibition, % (tested at 21.74 µM) | 220,000 tested, 0.42% active | AID 1085, 2008; in the data active = inhibition above about 50%
# PPC-1+TRAIL kill – compounds killing PPC-1 cancer cells with TRAIL present, primary screen, TRAIL potentiator project, ATPLite luminescence, uHTS; PPC-1 cells + TRAIL, ATPLite viability luminescence; cell killing (% activity), % at 4 µM; 220,000 tested, 0.41% active; AID 1443, 2008;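 active = cell killing above 50% in the first pass at 4 µM, then a duplicate retest at 5 µM averaging 50% or more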;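 also: plate controls were cells with TRAIL plus DMSO for no effect and medium-only wells lacking cells for full effect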
# TRPN1 ag – zebrafish TRPN1 channel agonists, primary screen, cell-based, HEK293, calcium fluorescence | transient receptor potential cation channel N1 (TRPN1/NompC), Danio rerio | HEK293 zebrafish TRPN1-YFP, Fluo-8 calcium fluorescence; 100% = response to 87 µM carbachol | activation, % at 3 µM | 220,000 tested, 0.18% active | AID 1424, 2008;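 active = activation above its plate's cutoff, the mean activation of test wells on that plate plus 3 SD, cut at about 19% in these data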;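 also: 0% = DMSO alone and 100% = 87 µM carbachol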
#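 System: zebrafish TRPN1-YFP in HEK293 cells / Dosing: 3 µM single point / Timing: dye loading 1 h at 37 °C, then 30 min room temperature / Signal: Fluo-8 calcium fluorescence, excitation 470-495 nm, emission 515-575 nm / Read-out basis: percent activation from peak over basal fluorescence ratio, control-normalized / Control set: high carbachol 87 µM, low DMSO alone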
# TNF necrop inh – inhibitors of TNF-alpha triggered necroptosis, primary screen, cell-based, Jurkat FADD-/-, single concentration. Jurkat FADD-/- TNF necroptosis rescue, ATP luminescence, 24 h; 0 = TNF only, 100 = no-TNF cells. activation (protection from cell death), % at 10 µM. 220,000 tested, 0.068% active. AID 463075, 2010;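 active = activation, meaning protection from cell death, of at least 50% relative to plate controls; inactive = activation below 50%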;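 also: necroptosis triggered by 40 ng/mL TNF-alpha added together with compound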
# Runt-SMMHC FRET – inhibitors of RUNX1 Runt–CBFb-SMMHC binding, primary screen, biochemical, FRET, Cerulean-Runt, Venus-CBFb-SMMHC, uHTS | inhibition, % at 20 µM | AID 1434, 2008 | Runt-related transcription factor 1 (Homo sapiens) + Core-binding factor subunit beta … | 220,000 tested, 0.74% active | Cerulean-Runt/Venus-CBFb-SMMHC FRET ratio 530/480, 1 h;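 active = mean inhibition across duplicate retests at 20 µM reaching about 50%, limit read from the data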;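 also: 0% = DMSO wells and 100% = wells with excess untagged CBFb-SMMHC; inhibitors lower the FRET ratio by blocking Runt binding to CBFb-SMMHC; some results filed as inactive read as strong as hits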
# Target sequence (Q01196 whole entry, looked up): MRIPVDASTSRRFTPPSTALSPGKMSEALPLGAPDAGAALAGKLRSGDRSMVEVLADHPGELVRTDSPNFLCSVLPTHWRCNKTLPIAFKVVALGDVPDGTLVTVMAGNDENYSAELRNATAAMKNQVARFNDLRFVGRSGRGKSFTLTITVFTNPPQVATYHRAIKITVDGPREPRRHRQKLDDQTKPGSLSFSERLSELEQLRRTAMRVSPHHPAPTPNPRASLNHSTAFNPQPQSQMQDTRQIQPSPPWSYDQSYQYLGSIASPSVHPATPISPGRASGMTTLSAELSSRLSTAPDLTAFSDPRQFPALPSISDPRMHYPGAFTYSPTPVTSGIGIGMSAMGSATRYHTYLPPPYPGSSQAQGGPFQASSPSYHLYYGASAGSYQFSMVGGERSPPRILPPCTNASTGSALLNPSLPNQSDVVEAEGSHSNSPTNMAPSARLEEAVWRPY
# Target sequence (Q13951 whole entry, looked up): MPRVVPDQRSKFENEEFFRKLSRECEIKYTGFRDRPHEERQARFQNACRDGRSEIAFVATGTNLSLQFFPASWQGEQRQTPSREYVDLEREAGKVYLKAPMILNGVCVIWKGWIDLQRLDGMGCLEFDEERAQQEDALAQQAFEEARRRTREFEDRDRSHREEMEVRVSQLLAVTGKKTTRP
# Starred values were filed as active, the others as inactive; / = no result given.
SMILES,CHOP inhibitor,NCF1 inh,Mdm2 ligase inh,TRPML3 ag,EBV gp42 block,PPC-1+TRAIL kill,TRPN1 ag,TNF necrop inh,Runt-SMMHC FRET
Cc1ccccc1-n1c(C)nnc1SCC(=O)N1CCc2ccccc2C1,36,0,-2,0.8,-23,22,-0.1,4.7,-2
CCCc1nnc(NC(=O)CCCN2C(=O)c3ccccc3C2=O)s1,5,-12,-4,0.4,-9,0,-0.6,1.0,0
CCOc1nc(OCC)nc(-n2cc(-c3ccccc3)nn2)n1,25,-7,5,1.5,-3,29,1.6,2.1,2
O=C(O)Cn1nc(-c2ccccc2)c2ccccc2c1=O,6,-5,-18,0.5,-16,-19,2.2,-1.4,15
O=[N+]([O-])c1cccc(-c2ncc3ccccn23)c1,3,1,-25,-0.4,-16,-5,-1.9,-0.9,-2
Cc1cccc(N2CCN(C(=O)c3ccc(NC(=O)C4CCCO4)cc3)CC2C)c1 (centres undefined),16,-1,14,0.4,0,15,1.5,0.8,2
Cc1cccc(NC(=O)Nc2nnc(N3CCCCC3C)s2)c1C (centres undefined),80*,-8,-6,0.8,-5,13,3.4,3.7,0
CC(C)NC(=S)N(C)C1(c2ccccc2Cl)CCCCC1=O (centres undefined),1,-5,4,0.6,-2,-22,-1.6,2.2,3
CCNC(=O)CN(c1ccc(CC)cc1)S(C)(=O)=O,-6,-4,-6,0.2,-30,10,-1.1,0.2,1
O=C(NC(=S)Nc1ccccc1)c1cc([N+](=O)[O-])ccc1N1CCOCC1,14,/,1,1.1,-4,11,0.8,1.0,2
CCOC(=O)c1csc(NC(=O)C(C)(C)C)n1,30,18,-9,0.5,-15,-13,1.2,1.3,3
CC(=O)Nc1cccc(NC(=O)CSc2nnnn2C)c1,-1,-9,-8,1.3,-23,-21,-1.0,0.0,3
CCOC(=O)CCCNC(=O)CCCNC(=O)C(c1ccccc1)c1ccccc1,2,-17,5,0.0,-18,/,-0.2,-1.9,-2
COc1ccc(CCNC(=O)C2CCN(S(=O)(=O)c3cccc4nsnc34)CC2)cc1OC,-13,-8,-7,-0.9,9,21,1.0,-1.0,-2
Cc1ccc2nc(-c3ccccc3)c(CN3CCSCC3)n2c1,32,2,-2,-2.9,-7,3,-2.7,-1.7,1
O=C(Cn1c(C(=O)NCc2ccco2)cc2sccc21)c1ccccc1,0,-2,1,-0.8,8,28,-1.2,-4.1,0
CCO[C@H]1OC(C(=O)N2CCN(C)CC2)=C[C@@H](C2CC2)[C@@H]1CCCO,35,-2,/,0.7,-13,4,0.3,0.3,2
CN1C(=S)N(c2ccccc2)C(=O)/C1=C/c1cccs1,70,-10,-7,0.4,6,-23,0.5,1.6,-2
O=S(=O)(Nc1ccc(Br)cn1)c1cccs1,7,-12,-4,0.4,4,-8,1.2,-0.4,0
COc1ccc(CCNC(=O)CSc2nc3c(c(=O)n(C)c(=O)n3C)n2C)cc1OC,14,14,1,0.3,-30,10,-0.6,1.7,-2
CCOc1ccc2[nH]c(=O)c(CN(CC3COCCO3)C(=O)c3ccc(C)cc3)cc2c1 (centres undefined),14,-6,2,0.5,-17,22,1.5,1.5,2
COc1ccccc1NC(=O)N1CCN(c2ccc(F)cc2)CC1,23,-10,8,0.9,-10,12,0.6,0.3,0
CCCNC(=O)Cc1ccsc1,43,-11,-9,0.8,2,1,-0.6,-0.8,-1
Cc1nc(N)c(C#N)c(-c2cccnc2)c1C,32,-3,-11,0.1,-18,15,-0.1,2.0,-2
CCCCOC(=O)CSc1nnc(-c2cc(OC)c(OC)c(OC)c2)o1,4,2,5,-0.7,-20,5,-2.0,-0.8,-4
CC(=O)NS(=O)(=O)c1ccc(NC(=O)c2ccccn2)cc1,19,-2,1,0.5,-11,4,2.8,-0.1,3
CCC(CC)c1nnc(NC(=O)CN2C(=O)c3ccccc3C2=O)s1,8,-4,7,2.2,2,14,1.6,1.0,-2
CCCn1c(CN2CCCCC2CC)nc2c1c(=O)n(C)c(=O)n2C (centres undefined),12,-7,-14,0.4,-10,-3,-0.4,2.1,2
Cc1cc(Oc2ccccc2F)nc(NCc2ccccc2)n1,61,-5,13,-0.5,-23,6,-1.8,-0.9,0
COc1cc(C)nc(N2CCCC(C(=O)Nc3ccccc3Br)C2)n1 (centres undefined),6,3,-3,-0.2,9,11,-0.3,-0.6,2
COc1cc(/C=C\C(=O)NCc2ccc3[nH]c(C)cc3c2)cc(OC)c1OC,-3,-4,/,-0.1,-8,-2,-0.5,-0.8,-1
CNc1ccccc(C(=O)/C=C/c2ccccc2OC)c1=O,88*,-5,2,0.7,5,7,1.5,-5.1,-24
COc1ccc(N2CC(O)=C(c3nc(-c4ccccc4)cs3)C2=N)cc1,39,-16,/,0.1,-23,-4,-0.6,1.6,-3
CSc1sc(C)cc1C=O,-16,-9,-15,0.9,4,3,2.5,0.0,0
COC1(OC)C(/C=C/c2ccc(Cl)cc2)C(C#N)(C#N)C1(OC)OC (centres undefined),4,-15,-9,-0.2,9,23,-0.1,-14,0
Cn1nnnc1NCc1cccc(Cl)c1,19,0,-9,1.7,-15,30,-0.8,1.0,-2
O=C(NC1(C(F)(F)F)C(=O)Nc2c1c(=O)[nH]c(=O)n2Cc1ccccc1)c1ccco1 (centres undefined),20,-4,-12,-0.9,1,6,0.5,-1.0,0
S=C(N/N=C/c1cccs1)NC1CC2CCC1C2 (centres undefined),-4,-12,-27,-0.3,-9,21,-1.4,3.8,5
O=C(c1ccccc1F)N1CCN(CC2CC3C=CC2C3)CC1 (centres undefined),-3,0,-6,2.4,0,-15,1.6,-2.0,-1
COc1cccc(N2C(=O)N(c3ccccc3Cl)C3CS(=O)(=O)CC32)c1 (centres undefined),19,-8,4,-0.1,0,15,-0.4,-1.2,0
CC(c1ccccc1)N1CC(C(=O)O)CC1=O (centres undefined),-3,4,-10,0.6,-2,18,-0.4,-0.3,-1
O=C(Oc1ccccc1N1C(=O)C2CCCCC2C1=O)c1ccc(Cl)cc1 (centres undefined),25,-6,-19,-0.5,15,35,-1.3,0.3,3
Cn1ncc(Cl)c1C(=O)Nc1nc2ccc(Cl)cc2s1,18,-12,-16,1.4,-5,21,1.5,0.2,32
CCOc1cc(C(=S)N2CCOCC2)ccc1O,-7,-2,/,1.3,-28,3,1.6,-0.4,11
N/C(=N\O)c1cccc(CS(=O)(=O)c2ccccn2)c1,-9,2,-3,0.5,-1,10,2.2,1.8,1
O=C(O)CCCN=CC1=C(O)CNC1=O,7,-2,-9,1.1,4,19,-0.4,2.0,-32
O=C(C1CCCCC1)N(CCN1CCCC1)c1nc2ccccc2s1,55,-22,-21,0.8,6,/,1.1,2.2,5
Nc1c(S(=O)(=O)c2ccccc2)c2nc3ccccc3nc2n1/N=C/c1cccc(O)c1,103*,-41,5,0.4,4,-15,1.1,-0.2,2
O=C(CCC(=O)c1ccc(Br)cc1)Nc1cccc(C(F)(F)F)c1,108*,-4,-5,0.5,1,-6,0.0,-1.9,-2
CCN(CC)CCn1c(=O)n(-c2ccc(Cl)cc2)c(=O)c2c3c(sc21)CN(C)CC3,-28,-3,-5,0.5,6,6,2.4,0.3,-1
# Carrying on.
SMILES,CHOP inhibitor,NCF1 inh,Mdm2 ligase inh,TRPML3 ag,EBV gp42 block,PPC-1+TRAIL kill,TRPN1 ag,TNF necrop inh,Runt-SMMHC FRET
Cc1ccc(CSc2nnc(-c3ccncc3)n2N)cc1,-11,-13,-5,-0.2,-21,15,-0.8,1.0,-3
CNC(=O)c1sc(Nc2cc(C)ccc2C)nc1C,39,3,-11,-0.5,0,7,-0.7,0.9,0
Cc1sc(NC(=O)CCCC(=O)O)c(C(N)=O)c1-c1ccccc1,57,-12,/,0.4,5,-9,1.3,-0.2,-8
O=C(CN(c1ccccc1)S(=O)(=O)c1ccccc1)NCCSCc1ccco1,17,-12,9,0.0,-5,11,0.2,-2.7,-5
Cc1c(C(=O)O)oc2ccc(S(=O)(=O)NCCC3=CCCCC3)cc12,33,-8,7,0.8,-13,2,-0.4,-0.1,-1
Cn1nc(/C=C/c2ccccc2)ccc1=O,18,-11,-4,0.8,-22,25,0.0,-5.2,-12
N#C/C(=C(\O)CCl)c1nnc2n1CCCCC2,-15,-1,8,0.5,-15,-1,0.4,-1.0,-2
CCC(=O)NNC(=O)CCC(=O)Nc1ccccc1,14,-25,-16,0.4,-17,-2,1.2,-1.4,-5
COc1ccc(NC(=O)Cn2nnc(C(=O)NCc3ccc4c(c3)OCO4)c2N)cc1,16,-19,-8,0.5,-21,-2,1.4,-0.4,-3
N#Cc1cc(Br)ccc1N=C1CCCN1c1ccccc1,14,-10,-5,-0.3,-3,10,0.1,0.9,-4
COCCOC(=O)C1=C(C)N(Cc2ccccc2)C(=O)NC1c1ccc(OC)cc1 (centres undefined),17,0,-21,0.6,4,6,0.6,-0.7,2
COC(=O)c1cc(=O)c2c([N+](=O)[O-])ccc(OC)c2o1,-10,-4,7,1.3,-16,24,-0.8,0.5,0
CS(=O)(=O)N(CC(=O)NC1CCCCC1)c1cccc(F)c1,-19,0,-3,0.7,-6,8,1.6,0.4,-2
CCOC(=O)c1sc(=N)n(-c2ccc(OC)cc2)c1C,6,3,9,-0.8,8,28,-1.6,2.2,0
